Screening results from PubChem BioAssay.
Cdc42 wt – modulators of GTP binding to wildtype Cdc42, primary screen, biochemical, multiplex bead flow cytometry, Bodipy-GTP; 0.2% of 190,000 active; percent activity (GTP binding), % at 10 µM; Cell division control protein 42 homolog (Homo sapiens), P60953; GST-Cdc42 beads; actives lie on both sides;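 active means percent activity GTP binding at least 20 points away from the 100% baseline, either down as inhibitor or up as activator; inconclusive means compound flagged as likely green fluorescent from well-wide comparison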;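 further: median bead fluorescence of bound Bodipy-FL-GTP at 100 nM; 0% = excess unlabeled GTP control and 100% = no compound control; below 100% means less GTP binding so inhibitor and above means activator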
Target sequence (P60953 whole entry, looked up): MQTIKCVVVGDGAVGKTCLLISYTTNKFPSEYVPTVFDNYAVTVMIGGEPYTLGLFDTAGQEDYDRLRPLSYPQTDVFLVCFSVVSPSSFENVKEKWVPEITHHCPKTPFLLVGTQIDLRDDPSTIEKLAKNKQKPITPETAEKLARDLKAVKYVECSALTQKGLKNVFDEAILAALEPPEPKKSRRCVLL
Mcl1 Bid PPI – Mcl-1/Bid binding inhibitors, primary screen, biochemical, TR-FRET, 1536-well; 0.97% of 220,000 active; AID 1021, 2008; inhibition, % at 21.7 µM; TR-FRET Mcl-1/Bid-Dy647 peptide binding;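 active means compounds that cut the binding signal by more than half at the single screening dose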;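 further: His-tagged Mcl-1 with europium anti-His antibody binding Bid BH3 peptide; 0% = Mcl-1 plus peptide wells and 100% = peptide-only wells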
Target sequence (Q07820 whole entry, looked up): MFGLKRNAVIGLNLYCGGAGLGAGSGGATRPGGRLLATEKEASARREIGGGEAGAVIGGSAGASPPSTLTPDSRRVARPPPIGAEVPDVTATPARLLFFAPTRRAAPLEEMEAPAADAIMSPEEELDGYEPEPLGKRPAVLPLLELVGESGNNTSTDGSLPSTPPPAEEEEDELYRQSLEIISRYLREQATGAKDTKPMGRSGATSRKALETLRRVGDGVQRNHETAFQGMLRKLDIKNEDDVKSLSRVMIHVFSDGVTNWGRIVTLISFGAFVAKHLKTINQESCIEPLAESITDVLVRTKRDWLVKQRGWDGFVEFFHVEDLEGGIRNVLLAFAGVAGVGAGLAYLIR
GSH fluor – compound fluorescence on glutathione beads, profiling panel, artefact control, biophysical, 488/530 nm, flow cytometry; GSH beads flow cytometry, compound fluorescence 488/530 nm; hits give high values; fluorescence (KMESF) at 10 µM; 0.25% of 190,000 active; AID 1776, 2009; in the data active means fluorescence above about 89;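 further: glutathione beads carrying GST-tagged Bcl family fusion proteins plus one bare bead set; values are compound well signal with DMSO vehicle wells as background; inactives centre near 16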
Rac1 wt modul – wildtype Rac1 GTP binding modulators, primary screen, biochemical, GST-Rac1 beads, flow cytometry, multiplex | Ras-related C3 botulinum toxin substrate 1 (Homo sapiens), P63000 | fluorescent GTP binding; actives lie on both sides; 0 = cold GTP competed, 100 = untreated | GTP binding activity (% of control), % at 10 µM | 0.27% of 190,000 active;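 active means GTP binding activity at least 20 points away from the 100% control level, either lower or higher; inconclusive means compound flagged as likely green fluorescent, judged across all proteins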
Rab7 wt modul – modulators of GTP binding to Rab7, primary screen, biochemical, wildtype, multiplex bead flow cytometry; GST-Rab7 beads, fluorescent GTP binding; actives lie on both sides; untreated = 100%, excess cold GTP = 0%; GTP binding activity (percent of control), % at 10 µM; 0.055% of 190,000 active;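 active means fluorescent GTP binding to Rab7 beads changed by at least 20 points from the 100% baseline, either direction, mostly lower; inconclusive means compound itself probably fluorescent, or too few beads counted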;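 further: median green fluorescence of bound Bodipy-FL-GTP per Rab7 bead population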
Mcl1 Noxa PPI – Mcl-1/Noxa binding inhibitors, primary screen, biochemical, TR-FRET, 1536-well; Induced myeloid leukemia cell differentiation protein Mcl-1 (Homo sapiens), Q07820; TR-FRET Mcl-1/Noxa peptide binding, 2 h; inhibition, % at 21.7 µM; 1.5% of 220,000 active; AID 1022, 2008;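 active means compounds that cut the protein-peptide binding signal by more than 50% relative to plate controls in a single-dose test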;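 further: His-tagged Mcl-1 with rhodamine Noxa BH3 peptide and terbium anti-His antibody; 0% = Mcl-1 plus Noxa peptide wells and 100% = peptide-only wells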
Rab2 wt GTP – modulators of GTP binding to Rab2A wildtype, primary screen, biochemical, dog, bead-based flow cytometry, multiplex; GTP binding activity, % at 10 µM; GST-Rab2 wt beads, Bodipy-GTP binding; Ras-related protein Rab-2A (Canis lupus familiaris), P61105; 0.19% of 190,000 active;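 active means GTP binding activity at least 20 points away from 100%, either lowered or raised; inconclusive means signal likely due to the compound's own green fluorescence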;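 further: 0% = beads with excess unlabeled GTP and 100% = no-compound control corrected for plate trend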
Rac1 mut GTP – GTP binding modulators of activated mutant Rac1, primary screen, biochemical, bead-based flow cytometry, multiplex, fluorescent GTP; 0.11% of 190,000 active; percent activity (GTP binding), % at 10 µM; GST-Rac1 activated beads; actives lie on both sides; 100% means binding = to untreated wells;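 active means GTP binding at least 20 percentage points away from the 100% baseline, in either direction, so actives lie on both sides; inconclusive means Compound likely fluorescent itself, or too few beads counted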
HRas wt GTP – modulators of GTP binding to HRas wildtype, primary screen, biochemical, bead-based flow cytometry, multiplex; AID 759, 2007; GST-Ras wt beads, Bodipy-FL-GTP binding; actives lie on both sides; GTP binding activity, % at 10 µM; GTPase HRas (Homo sapiens), P01112; 0.14% of 190,000 active;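 active means GTP binding activity at least 20% away from the 100% baseline, either lowered as inhibitor or raised as activator; inconclusive means flagged as likely green fluorescent, judged across all proteins in the well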;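 further: 0% = unlabeled GTP competition control and 100% = no-compound control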
Target sequence (P01112 whole entry, looked up): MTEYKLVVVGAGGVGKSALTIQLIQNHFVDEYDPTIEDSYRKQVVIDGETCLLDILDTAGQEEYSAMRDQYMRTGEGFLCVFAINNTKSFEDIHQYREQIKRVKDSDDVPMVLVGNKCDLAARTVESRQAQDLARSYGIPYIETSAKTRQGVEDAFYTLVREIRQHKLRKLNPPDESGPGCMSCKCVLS
Pf gametocyte – late stage P. falciparum gametocyte viability inhibitors, primary screen, ATP luminescence, HTS | P. falciparum stage V gametocytes, 24 h | inhibition, % at 10.9 µM | 0.065% of 150,000 active;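 active means inhibition above the mean plus 3 SD of compounds within the control limits, set per campaign, cut at about 38% in these data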;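 further: 0% = DMSO wells and 100% = medium only without gametocytes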
Avidin fluor – green autofluorescence of compounds with avidin beads – biophysical, 488/530 nm, flow cytometry, artefact control, profiling panel; fluorescence (KMESF) at 10 µM; AID 1775, 2009; 0.38% of 220,000 active; compound fluorescence 488/530 nm; hits give high values; in the data active means fluorescence above about 47; further: inactives centre near 10
The depositor's hits bear a star; ? = inconclusive; . = not tested or not shown.

Below each compound: Cdc42 wt	Mcl1 Bid PPI	GSH fluor	Rac1 wt modul	Rab7 wt modul	Mcl1 Noxa PPI	Rab2 wt GTP	Rac1 mut GTP	HRas wt GTP	Pf gametocyte	Avidin fluor
CCOc1cc(C(c2c(C)[nH][nH]c2=O)c2c(C)[nH][nH]c2=O)ccc1OC(=O)c1cccc([N+](=O)[O-])c1
 : 96	-57	17	98	95	-89	94	94	96	-16	29
Cc1cc(C(=O)CSc2nc3ccccc3n2CCC#N)c(C)n1Cc1cccs1
 : 103	-9	32	105	104	2	100	102	104	20	9
Cc1ccnc(N2CCCC(C(=O)Nc3nnc(C)s3)C2)n1 (stereo not given)
 : 98	-48	8	102	99	-1	98	98	98	-22	3
COc1cc(Cl)c(C)cc1NC(=S)NN
 : 95	-38	13	101	105	7	97	95	96	7	.
FC(F)(F)c1cccc(/C=N/NC(=S)NC2CCCCC2)c1
 : 99	-29	7	92	95	-1	95	92	95	10	20
CC1=CC2=NC(=O)CC(C)(C(=O)N(CC(=O)NC(C)(C)C)Cc3cccs3)N2C=C1 (stereo not given)
 : 100	-4	11	104	99	5	98	97	101	-45	20
CCC(=O)N1CCc2cc(S(=O)(=O)NC(CC(C)C)C(=O)N3CCc4ccccc43)ccc21 (stereo not given)
 : 96	1	31	96	96	16	96	98	98	-22	18
Cc1ccc(C(=O)NCc2ccco2)cc1Br
 : 105	9	47	107	104	6	104	100	105	2	4
CCOC(=O)c1c(C)n(C)c2ccc(O)c(S(=O)(=O)c3ccccc3)c12
 : 92	-10	25	95	98	6	94	95	94	.	11
O=C(COc1ccccc1)Nc1ccc(-c2nnc(-c3ccco3)o2)cc1
 : ?	6	45	?	?	7	?	?	?	-20	8
CCCN1C2CCCC1CC(NC(=O)NC1CCCCC1)C2 (stereo not given)
 : 98	-11	59	98	95	1	96	96	98	.	13
O=C(CNc1cccc2ccccc12)N/N=C/c1ccc([N+](=O)[O-])o1
 : 99	-9	11	102	100	48	96	100	101	7	4
CCOC(=O)c1cc(-c2ccc3c(c2)OCCO3)n[nH]1
 : 97	-9	20	97	98	5	98	96	98	3	10
COc1ccc(OC)c(C(=O)c2coc3ccc(OC)cc23)c1
 : 98	-4	21	98	100	11	100	98	99	.	6
COc1ccccc1OCCn1cc(/C=C(\C#N)C(=O)NCc2ccco2)c2ccccc21
 : 100	-12	10	111	100	11	104	105	104	-6	14
CN(C)/C(CN1CCOCC1)=C1\N=C(c2ccccc2)OC1=O
 : 103	-27	27	103	102	-4	102	99	102	.	7
CCCCN(CCCC)Cc1ccc(C(=O)NN)o1
 : 99	-3	64	102	100	10	98	100	98	.	12
CCOC(=O)c1ccccc1-c1csc(N)n1
 : 97	-7	15	100	105	5	99	97	100	8	10
COc1ccc(NC(=S)N2CCN(C(=O)c3ccccc3)CC2)cc1
 : 96	-44	21	94	91	-1	94	93	92	3	10
CCOC(=O)CC1=NN(c2ccccc2)C(=O)/C1=C\c1ccc(OC)cc1OC
 : 100	-42	12	102	98	22	99	99	99	-13	10
CCCSc1nnc(Cn2c(=O)sc3ccccc32)n1C
 : 104	7	15	102	101	-22	98	99	101	.	27
CS(=O)(=O)N1CCN(C(=O)Cc2ccccc2)CC1
 : 103	1	55	103	102	11	100	99	102	.	7
O=C1C2CC=CCC2C(=O)N1n1cnnc1 (stereo not given)
 : 97	-22	13	98	111	-3	100	98	100	-33	10
CC(C)CNC(=O)CSc1nnc2ccccn12
 : 97	-7	11	96	92	3	94	96	94	-3	24
O=S(=O)(NC1CC2CCC1C2)c1ccc2c(c1)OCCO2 (stereo not given)
 : 98	10	18	105	95	8	99	100	98	-7	16
O=C(O)CC/C(=N/NC(=O)c1cn(-c2ccccc2)nc1-c1ccccc1)C(=O)O
 : 101	-12	10	106	101	4	101	99	101	.	7
Cc1ccc(NC(=O)CCC(=O)OCCCC(F)(F)C(F)(F)F)cc1
 : 104	-13	36	102	98	-2	100	99	100	-1	15
Nn1c(Cc2ccc(Br)cc2)n[nH]c1=S
 : 99	-44	14	103	109	-3	101	97	99	.	10
Cc1cc(C)c(S(=O)(=O)Nc2ccc3c(c2)CCC3)c(C)c1
 : 92	18	4	102	99	34	97	98	98	5	16
O=C(CNS(=O)(=O)c1ccc(Br)s1)N1CCCC1
 : 103	-3	32	106	102	-12	104	104	104	2	7
CCC(CO)NCC(O)COCc1ccc2c(c1)OCO2 (stereo not given)
 : 97	4	11	100	94	11	93	94	95	.	10
N#Cc1cc2ccccc2nc1SCc1cccnc1
 : 99	-7	24	100	100	19	100	97	100	.	33
O=C(O)c1cc(NC(=O)C2CCCO2)cc(NC(=O)C2CCCO2)c1 (stereo not given)
 : 112	8	34	118	103	3	109	105	108	1	10
CCOC(=O)Cc1csc(NC(=O)c2c(-c3ccccc3)noc2C)n1
 : 97	-2	29	101	101	7	98	94	100	.	11
COc1cc(/C=C2\S/C(=N/S(=O)(=O)c3ccccc3)NC2=O)c([N+](=O)[O-])cc1OC
 : 96	14	26	98	100	57*	99	97	99	-15	5
O=C(C1=C[C@H](C2CC2)C[C@H](OCCCCO)O1)N1CCN(Cc2ccccc2)CC1
 : 96	-17	22	95	96	2	97	95	94	16	6
COc1cccc(OCCSc2nc(N)cc(N)n2)c1
 : 92	-19	12	95	95	8	94	96	95	.	15
Cn1c(SCC(=O)Nc2nc(C(C)(C)C)cs2)nnc1C1CC1
 : 97	5	13	100	100	14	100	99	96	-25	21
CCc1c(C)sc(NC(=S)N2CCN(CC)CC2)c1C(=O)OC
 : 93	-16	11	101	101	7	99	99	98	0	10
Cc1nnc(Nc2ccccn2)c2ccccc12
 : 103	6	25	106	103	4	99	99	100	.	35
O=C(N/N=C\c1cccc(Br)c1)c1ccccc1-n1cccc1
 : 101	-13	17	101	101	2	99	98	98	.	8
O=C(CC(NS(=O)(=O)c1ccc(Cl)cc1)c1ccco1)NC1CCCC1 (stereo not given)
 : 100	-12	32	104	102	1	99	98	100	.	16
O=C(NC1CCCCC1)n1c(=O)oc2cc(S(=O)(=O)N3CCCCC3)ccc21
 : 100	-1	28	98	97	7	98	98	97	.	10
O=C(Nc1nnc(SCc2ccccc2)s1)c1ccco1
 : 97	-47	14	97	94	-9	97	95	96	.	4
CCc1cc(CN2CCOCC2)c(NC(=O)c2ccccc2)s1
 : 90	-22	10	88	99	7	96	91	94	6	10
COc1cc(C(=O)OCCCN2CCOCC2)ccc1O
 : 98	-15	16	98	97	-7	99	96	95	.	11
COc1ccc(C(=O)CSc2nnc(CN3CCCCC3)n2-c2ccc(F)cc2)cc1OC
 : 102	-6	9	104	96	3	100	100	100	.	15
Cc1ccc(CN2C(=O)CCC2C(=O)NCc2cccnc2)cc1 (stereo not given)
 : 102	-28	13	100	94	8	95	95	98	.	39
CCN(CCCn1c(=S)[nH]c2ccc(N3CCOCC3)cc2c1=O)c1ccccc1
 : 100	-21	25	103	103	3	100	96	100	-2	9
CC1(C)Cc2ccccc2-c2nnc(SCc3ccc(C#N)cc3)n21
 : 104	8	16	108	100	7	102	98	103	-16	8
COC(=O)c1nn(-c2ccccc2)c(Cl)c1/C=N/OCc1ccc(C)cc1
 : 100	-18	13	101	105	3	102	101	100	-12	9
Cc1oc(-c2cccc(Br)c2)[n+]([O-])c1C
 : 99	1	15	99	102	1	99	96	101	10	11
CCC1=C/C(=C\c2ccc3c(c2)OCO3)C(=O)S1
 : 95	-32	39	94	92	55*	92	90	97	.	11
O=S(=O)(CCCc1ccccc1)c1ncn[nH]1
 : 103	-1	8	103	101	12	100	99	102	-12	8
CN(C(=O)C12CC3CC(CC(C3)C1)C2)C1CCS(=O)(=O)C1 (stereo not given)
 : 92	-1	16	97	94	-13	93	96	94	.	23
COc1ccc2cc(CN(CC3COCCO3)S(=O)(=O)c3ccccc3)c(=O)[nH]c2c1 (stereo not given)
 : 105	8	19	102	100	7	104	100	105	8	10
CC(C)(C)c1ccc(C(=O)N/N=C2\C3CN4CCN(C3)CC2(c2ccccc2)C4)cc1
 : 102	-17	11	104	101	10	101	102	102	-7	11
CCOC(=O)N1CCN(CC(=O)Nc2cc(OC)c(OC)cc2C#N)CC1
 : 100	-1	9	104	105	8	100	98	100	12	6
Cc1nc2ccccc2c2oc(C(=O)NCCCN3CCCC3=O)cc12
 : 99	-17	18	100	93	-17	98	99	100	.	7
C/C(=N\NS(=O)(=O)c1ccc(Cl)c([N+](=O)[O-])c1)c1ccc(C)o1
 : 97	-41	76	100	95	26	97	98	98	.	12

(listing goes on)
Below each compound: Cdc42 wt	Mcl1 Bid PPI	GSH fluor	Rac1 wt modul	Rab7 wt modul	Mcl1 Noxa PPI	Rab2 wt GTP	Rac1 mut GTP	HRas wt GTP	Pf gametocyte	Avidin fluor
COc1ccc(C(=O)N/N=C/c2ccc(SC)cc2)cc1
 : 103	-1	9	105	96	7	101	98	103	6	9
COc1ccc(Nc2nnc(SCC(=O)c3cc(C)n(CC4CCCO4)c3C)s2)cc1 (stereo not given)
 : 104	-32	12	105	103	17	105	101	102	.	9
COc1ccc(-c2cc(C#N)nc(N3CCN(c4ccccc4)CC3)n2)cc1
 : 101	-44	9	108	102	-5	101	101	104	6	25
C#Cc1ccc([C@H]2C=C(C(=O)N3CCOCC3)O[C@@H](OCC)[C@@H]2CCCO)cc1
 : 96	-6	16	101	102	0	96	99	97	-125	5
CCOCCCNC(=O)c1ccc(NC(C)=O)cc1
 : 104	-26	12	100	107	13	103	98	102	-14	19
Cc1cc2ccccc2c(=O)n1CC(=O)Nc1ccc2c(c1)OCCO2
 : 100	6	19	102	100	-1	98	98	97	-33	24
CCOc1ccc(C(=O)Nc2nnc(NC(=S)Nc3ccccc3)s2)cc1
 : 90	-31	13	90	88	27	89	90	90	.	8
N#CC1=C(N)Oc2c(ccc3ccccc23)C1c1cccs1 (stereo not given)
 : 94	21	45	99	97	43	96	94	97	.	3
Cc1ccc2nsnc2c1N(S(C)(=O)=O)S(C)(=O)=O
 : 95	-21	81	98	95	16	100	96	97	1	10
CCC(C)NC(=O)c1cn(C)c(=O)c2cc(OC)c(OC)cc12 (stereo not given)
 : 99	-9	39	99	96	-5	97	93	98	-26	13

No enrichment for hits, and some 3% of all compounds hit somewhere here.
